# Assay outcomes from PubChem BioAssay.
# CF NFkB inh = inhibitors of PAF-induced NF-kB signaling, primary screen, cell-based, GFP fluorescence, uHTS; KKLEB NF-kB-GFP reporter, GFP fluorescence overnight; inhibition, % at 5 µM; 360,000 compounds, 0.86% hits;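 active = at least 50% inhibition at 5 µM, scaled per plate between neutral and stimulator controls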;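 also: PAF is a Pseudomonas aeruginosa culture filtrate used as stimulus; plate controls were PAF-stimulated DMSO wells for no effect and unstimulated DMSO wells for full effect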
# LRH-1 inv ag = LRH-1 (NR5A2) inverse agonists, primary screen, cell-based, luminescence, HEK293T, StAR-luciferase reporter; 360,000 compounds, 0.13% hits; AID 602396, 2012; LRH-1 transfected, 24 h; inhibition, % at 3.6 µM; Nuclear receptor subfamily 5 group A member 2 (Homo sapiens), O00482;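 active = inhibition above the mean inhibition of all tested compounds plus 3 SD, cut at about 73% in these data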;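 also: 0% = DMSO wells and 100% = reporter-only cells lacking LRH-1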
# NCOA3 inh = SRC3 coactivator transcriptional activity inhibitors, primary screen, cell-based, luminescence; AID 588352, 2011; inhibition, % at 3.6 µM; HEK293 GAL4-SRC3 luciferase reporter; 360,000 compounds, 0.17% hits;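 active = inhibition above a per-campaign cutoff, the mean of all compounds plus 3 SD, cut at about 60% in these data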;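 also: 0% = DMSO-treated cells and 100% = gossypol-treated cells at 36 µM; higher means less SRC3-driven luciferase light from the GAL4 reporter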
# Target sequence (Q9Y6Q9 whole entry, looked up, the tested form may be a part): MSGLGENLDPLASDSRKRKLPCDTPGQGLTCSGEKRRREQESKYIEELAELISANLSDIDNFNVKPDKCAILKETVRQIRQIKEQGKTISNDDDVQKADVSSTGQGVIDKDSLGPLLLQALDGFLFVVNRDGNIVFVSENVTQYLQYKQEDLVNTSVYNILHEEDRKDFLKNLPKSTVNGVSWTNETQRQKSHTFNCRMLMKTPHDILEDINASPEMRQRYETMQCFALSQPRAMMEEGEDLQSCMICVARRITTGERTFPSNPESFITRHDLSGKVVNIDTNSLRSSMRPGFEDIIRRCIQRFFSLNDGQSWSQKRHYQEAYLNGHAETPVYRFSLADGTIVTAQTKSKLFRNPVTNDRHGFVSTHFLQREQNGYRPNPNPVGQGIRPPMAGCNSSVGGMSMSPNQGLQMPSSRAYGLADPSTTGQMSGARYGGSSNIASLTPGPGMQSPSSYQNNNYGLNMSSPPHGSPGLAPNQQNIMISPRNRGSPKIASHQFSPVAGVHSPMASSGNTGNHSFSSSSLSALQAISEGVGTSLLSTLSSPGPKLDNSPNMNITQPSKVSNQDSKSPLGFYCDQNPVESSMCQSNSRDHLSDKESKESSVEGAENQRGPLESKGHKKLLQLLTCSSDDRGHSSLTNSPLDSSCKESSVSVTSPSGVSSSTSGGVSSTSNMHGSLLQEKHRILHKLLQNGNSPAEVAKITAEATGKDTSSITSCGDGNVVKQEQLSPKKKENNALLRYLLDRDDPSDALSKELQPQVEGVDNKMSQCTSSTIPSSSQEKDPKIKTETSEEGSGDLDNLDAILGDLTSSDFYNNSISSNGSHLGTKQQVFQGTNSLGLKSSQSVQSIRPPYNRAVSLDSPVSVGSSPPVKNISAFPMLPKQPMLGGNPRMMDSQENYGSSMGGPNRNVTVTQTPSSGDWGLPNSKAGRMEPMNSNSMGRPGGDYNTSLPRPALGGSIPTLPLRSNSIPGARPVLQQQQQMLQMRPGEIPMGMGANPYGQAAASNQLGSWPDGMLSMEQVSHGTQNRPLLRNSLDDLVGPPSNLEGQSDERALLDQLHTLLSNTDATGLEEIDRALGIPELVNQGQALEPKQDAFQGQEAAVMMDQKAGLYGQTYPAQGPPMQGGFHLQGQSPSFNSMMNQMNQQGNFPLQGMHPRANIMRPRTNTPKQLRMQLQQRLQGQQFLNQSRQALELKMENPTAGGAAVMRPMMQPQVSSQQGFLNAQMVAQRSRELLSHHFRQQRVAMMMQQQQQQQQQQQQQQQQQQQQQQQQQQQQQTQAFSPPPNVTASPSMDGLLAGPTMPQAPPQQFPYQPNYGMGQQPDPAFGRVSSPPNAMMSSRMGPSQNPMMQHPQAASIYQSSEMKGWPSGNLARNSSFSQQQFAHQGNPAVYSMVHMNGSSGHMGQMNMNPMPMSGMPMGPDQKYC
# KKLEB tox = cytotoxicity in KKLEB CF airway cells, primary screen, cytotoxicity control for CF NF-kB inhibitor project, cell-based, uHTS, fluorescence assay plates; KKLEB CF airway cells viability, ATPlite luminescence, overnight; stronger effect = lower value; cells stimulated with P. aeruginosa culture filtrate; activity change (cytotoxicity), % at 5 µM; 360,000 compounds, 0.36% hits;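 active = corrected activity change at or below -50% at 5 µM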
# TWEAK Fn14 block = inhibitors of TWEAK-Fn14 signaling, primary screen, luciferase reporter cells, uHTS; 360,000 compounds, 2% hits; inhibition, % at 10 µM; TWEAK-stimulated Fn14 reporter cells, luciferase luminescence, 8 h; in the data active = inhibition above about 50%
# TROY NFkB inh = inhibitors of TROY-driven NF-kB signaling, primary screen, Q293 LMP1-TROYcd cells, NF-kB luciferase, uHTS; Q293 LMP1-TROYcd NF-kB luciferase reporter, 4 h; inhibition, % at 10 µM; 360,000 compounds, 0.98% hits;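 active = compounds whose plate-normalised and pattern-corrected inhibition of the luciferase reporter signal at the single screening dose is 50% or more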
# TRAIL sens C8 = viability loss with TRAIL in NB7+C8 cells, primary screen, TRAIL sensitizer project, cell-based, ATPlite luminescence. inhibition (viability loss, TRAIL sensitization), % at 10 µM. 360,000 compounds, 1% hits. AID 624354, 2012;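 active = compounds causing at least 50% loss of cell viability in the single-dose screen, relative to plate controls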
# EBV LMP1 NFkB = EBV LMP1-driven NF-kappaB luciferase reporter inhibitors, primary screen, cell-based, luminescence, single point | LMP1-induced NF-kappaB luciferase reporter cells | inhibition, % at 12.5 µM | 350,000 compounds, 0.69% hits; in the data active = inhibition above about 41%;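 also: 0% = neutral control wells and 100% = reference inhibitor control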
# Shn3 3UTR inh = reduction of Shn3 3'UTR firefly luciferase signal, primary screen, Schnurri-3 inhibitor project, cell-based, Clone20 osteoblasts, set 2; Clone20 osteoblast Shn3 3'UTR firefly luciferase, 24 h; inhibition, % at 12.5 µM; 360,000 compounds, 0.52% hits; AID 588674, 2011;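 active = mean inhibition of at least 75% with every replicate also reaching 75%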;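 also: 0% = median of neutral control wells and 100% = pilot-screen positive control compound; some compounds past the cut are filed as inactive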
# NCOA1 inh = SRC1 coactivator transcriptional activity inhibitors, primary screen, cell-based, luminescence; Nuclear receptor coactivator 1 (Homo sapiens), Q15788; HEK293 GAL4-SRC1 luciferase reporter; inhibition, % at 3.6 µM; 360,000 compounds, 0.12% hits; AID 588354, 2011;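 active = inhibition above the campaign mean plus 3 SD, with each screening campaign given its own cutoff, cut at about 60% in these data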;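 also: 0% = DMSO treated cells and 100% = gossypol at 36 µM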
# NR2F2 inh = NR2F2 transcriptional activity inhibitors, primary screen, cell-based, luciferase reporter, HEK293T, luminescence. HEK293T NGFI-A luciferase reporter. inhibition, % at 8.6 µM. 370,000 compounds, 0.7% hits. AID 686940, 2013;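 active = inhibition above a per-plate cutoff, mean inhibition of test wells between control levels plus 3 SD, cut at about 38% in these data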;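 also: cells cotransfected with COUP-TFII expression vector driving the NGFI-A reporter; 0% = median of COUP-TF2 test wells and 100% = reporter-only cells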
# * = called active by the depositor; . = not tested or not shown. The list is partial. The share of hits here may be higher or lower than overall.
Compound,CF NFkB inh,LRH-1 inv ag,NCOA3 inh,KKLEB tox,TWEAK Fn14 block,TROY NFkB inh,TRAIL sens C8,EBV LMP1 NFkB,Shn3 3UTR inh,NCOA1 inh,NR2F2 inh
O=C1Nc2ccc(S(=O)(=O)NCCC3=CCCCC3)c3cccc1c23,-10,27,7,-6,17,18,3,2,30,-2,5
COCCCNc1oc(-c2ccccc2F)nc1C#N,22,-42,-13,7,-6,-51,-1,-9,24,-63,-21
C[C@H](NC(=O)[C@@H]1Cc2ccccc2CN1)C(=O)Nc1ccc2c(c1)OCO2,2,-27,1,-1,-11,-31,10,-9,2,-41,-18
c1c2c(cc3sc(N4CCCCC4)nc13)OCO2,-8,-115,-55,0,73*,-31,47*,10,4,-63,-39
Cc1c(C(=O)N2CCN(c3ncccn3)CC2)oc2ccc(F)cc12,8,1,-22,-11,14,-8,-5,-4,-14,-8,9
O=C(Nc1ccccc1N1CCCC1)c1ccco1,6,4,-9,-3,-7,5,-9,-4,-22,0,13
O=C(NCc1ccc2c(c1)OCO2)c1c(Cl)cccc1Cl,-31,6,4,9,-3,-9,-13,-1,-3,-36,7
CCN(CC(=O)NCCc1ccccc1)S(=O)(=O)c1ccc(C)cc1,-8,14,3,3,3,18,-3,8,17,7,4
COc1ccc(NC(=O)c2cccc3c2C(=O)N(C2CCCCC2)C3)cc1,36,-8,8,-26,-14,13,-2,-4,12,-3,-21
Cc1cc(C)cc(OCC(=O)N/N=C/c2ccco2)c1,1,3,-12,1,5,4,2,-3,3,6,5
N#Cc1ccc(-c2cccnc2)nc1SCC(=O)Nc1sc2c(c1C#N)CCC2,-19,-11,-11,-1,-54,1,-2,9,8,-4,.
CCC1CCCCN1C(=O)c1c[nH]c2ccc(S(=O)(=O)N(C)c3ccc(Cl)cc3)cc2c1=O (stereo unspecified),1,-9,12,2,-14,-24,4,-3,19,5,0
CC(C)(C)OC(=O)NCCc1nnc(SCc2ccccc2Cl)o1,0,10,2,0,-10,-20,8,2,7,4,-7
c1ccc2c(c1)Cc1ccccc1O2,-6,-16,-30,18,-3,-2,1,-5,-26,6,2
COc1ccc(C(=O)c2sc(Nc3ccccc3)nc2N)cc1,35,-24,-23,3,45,25,15,-8,-12,-8,14
Cc1ccccc1Cn1c(C)c(C(=O)N(C)Cc2ccc(F)cc2)sc1=O,12,18,19,-27,1,-4,1,.,-11,-3,21
CC1CC(C)CN(S(=O)(=O)c2cccc(C(=O)OCCN3CCCC3=O)c2)C1 (stereo unspecified),-9,-1,9,-4,12,14,3,1,2,6,11
Cc1ccc(/C=N/NC(=O)c2ccc(N(C)S(=O)(=O)c3ccccc3)cc2)cc1,4,17,-6,4,13,14,-4,-4,-2,1,11
CCN(CC)CCCN(CC(=O)N(C)Cc1ccccc1)C(=O)c1ccc([N+](=O)[O-])cc1,-5,-4,5,6,-3,-12,8,-1,21,0,6
Cc1ccc(/C=c2\sc3n(c2=O)CN(c2ccc(Br)cc2)CN=3)o1,-16,-5,8,12,10,-15,6,-13,9,1,1

# (continued)
Compound,CF NFkB inh,LRH-1 inv ag,NCOA3 inh,KKLEB tox,TWEAK Fn14 block,TROY NFkB inh,TRAIL sens C8,EBV LMP1 NFkB,Shn3 3UTR inh,NCOA1 inh,NR2F2 inh
CCC12CN(C(=O)c3ccc(C)cc3)CC(CC)(CN(C(=O)c3ccc(C)cc3)C1)C2=O,-24,-14,1,2,6,-1,-7,-3,8,7,0
CC1(C)COC(c2ccc(F)c([N+](=O)[O-])c2)=N1,4,2,3,2,-1,8,5,3,15,-11,-19
CC(=O)c1cccc(NC(=O)CN(c2ccc(F)cc2)S(C)(=O)=O)c1,-6,4,14,6,-10,10,-13,-4,15,-10,11
CC(Nc1nc(N2CCCC2)nc2ccccc12)c1ccccc1 (stereo unspecified),4,-4,6,2,-2,5,9,3,0,1,-14
COc1ccccc1OCC(=O)Nc1cccc(N(C)S(C)(=O)=O)c1,9,-3,-3,-9,-25,-8,-10,1,-8,5,-11
COc1cc(C(=O)NCCNC(=O)C2CCCNC2=O)cc(OC)c1OC (stereo unspecified),2,2,6,-8,-4,17,3,-1,9,13,7
CC(=O)N1N=C(c2ccncc2)OC12CCCC2,2,-6,2,-13,7,8,-1,4,-10,0,2
CC1(c2nnc(-c3ccncc3)o2)CC(c2cccnc2)=NO1 (stereo unspecified),-8,1,5,11,-9,3,-5,5,3,-7,0
CN(Cc1ccc(F)cc1)C(=O)c1cc(COc2ccc(F)cc2F)on1,6,6,14,6,29,26,-12,1,5,-5,1
COc1ccc(CCC(=O)NCC(=O)OCc2ccccc2)cc1,-5,22,0,11,-14,11,-8,3,7,7,8
O=C(CC(=O)N/N=C/c1ccc(O)cc1)N/N=C/c1ccc(O)cc1,-6,-15,2,-11,-20,-21,-10,4,-35,-13,-8
COc1ccccc1N1CCN(C(=O)c2cc3c(-c4ccc(Cl)cc4)nn(C)c3s2)CC1,1,14,4,0,-11,0,3,-4,33,-4,1
CCCCCOc1ccc(Cl)cc1CN1CCOCC1,0,-83,-59,-15,-8,10,11,-37,-48,-60,-26
COC(=O)c1ccccc1NC(=O)CN(c1ccccc1)S(=O)(=O)N(C)C,0,-7,-15,-1,-3,-4,-9,-9,4,-20,11
CC1=CC(C)(C)N=C(Nc2nc(C)c3cc(C)cc(C)c3n2)N1,-13,-12,11,18,-54,25,-2,-21,40,11,18
c1ccc2c(c1)[nH]c1c(N3CCN(C4CCCCC4)CC3)ncnc12,-17,1,-37,-2,6,-16,11,-8,19,-8,11
O=C(CSc1ccc(-c2cccc([N+](=O)[O-])c2)nn1)N1CCCC1,-29,10,-1,-2,-6,17,-1,-4,-6,9,10
COc1ccc(C(NC(=O)C(C)C)c2c(O)ccc3ccccc23)cc1OC (stereo unspecified),1,19,-1,8,5,17,-11,-8,-5,-18,19
CC(C)[C@H](NC(=O)c1nn(Cc2ccccc2)c(=O)c2ccccc12)C(=O)O,-1,4,-5,10,13,-7,4,0,9,-19,0
CCOC(=O)c1c(N=CN(C)C)c2cc([N+](=O)[O-])cnc2n1C,-3,3,2,2,-14,11,6,-3,13,3,13

# Next results
Compound,CF NFkB inh,LRH-1 inv ag,NCOA3 inh,KKLEB tox,TWEAK Fn14 block,TROY NFkB inh,TRAIL sens C8,EBV LMP1 NFkB,Shn3 3UTR inh,NCOA1 inh,NR2F2 inh
CC(C)(O)CC[C@@H](O)[C@](C)(O)[C@H]1CC[C@@]2(O)C3=CC(=O)[C@@H]4C[C@@H](O)[C@@H](O)C[C@]4(C)C3CC[C@]12C (stereo partly specified),-17,24,0,0,34,-9,-2,2,-10,-12,15
COc1ccc(CNCC(=O)Nc2cc(OC)cc(OC)c2)cc1,-5,12,-7,4,4,-10,-33,13,25,6,-2
COc1ccc(CSc2n[nH]c(C)n2)cc1Br,2,-8,-23,0,10,4,-14,16,-4,-24,-6
CC(=O)Nc1cc(OC(=O)c2ccco2)cc(OC(=O)c2ccco2)c1,11,-12,-19,-3,-8,-3,0,37,4,-35,11
O=C(Cc1ccccc1)Nc1ccc(NC(=O)Cc2ccccc2)c(Cl)c1,-7,0,-22,4,-5,9,-16,2,10,9,18
Cc1cccc(OCC(=O)NCc2cc(C)nc3ccccc23)c1,4,-11,25,-30,18,11,4,2,9,-25,17
O=c1c2ccccc2nc(-c2ccco2)n1-c1nc2ccccc2s1,-5,6,3,0,2,-21,2,-3,-17,-6,-3
c1ccc(-c2csc(N3CCN(c4ccccn4)CC3)n2)cc1,-10,-109,-37,2,-4,4,8,-76,-10,-32,-21
COc1ccc(C(CNS(=O)(=O)c2ccc(F)cc2)N2CCN(C)CC2)cc1 (stereo unspecified),8,17,-23,0,-11,0,-5,0,-4,-60,-14
Cc1ccc(C(=O)NC2CCSC2=O)cc1 (stereo unspecified),8,-8,5,-4,-15,-10,-3,-11,-23,-19,11
CCCNC(=O)C(Cc1cccc(Cl)c1)NC(=O)c1ccccc1 (stereo unspecified),6,-13,1,-4,0,-9,2,4,8,-3,-12
COc1ccc(N2CC(C(=O)N3CCN(C(=O)c4ccco4)CC3)CC2=O)cc1 (stereo unspecified),-9,0,3,8,5,4,1,-6,-5,-13,9
COc1ccc(CC(=O)Nc2cc(S(=O)(=O)N3CCCCC3)ccc2C)cc1OC,6,36,24,9,24,23,30,24,66,5,60*
COC(=O)c1sc2ccccc2c1-n1cccc1C(=O)C(=O)Nc1ccc(OC)cc1,-6,-15,10,5,8,1,4,0,-4,-19,17
COc1cc(/C=C(\C#N)C(=O)Nc2ccc(SC(F)F)cc2)cc(OC)c1OC,3,-9,11,5,-4,-4,19,-4,9,-14,-1
Cn1cc(S(=O)(=O)N2CCOCC2)cc1C(=O)NCCc1ccccc1,-4,-3,3,-3,-9,-2,7,-2,-11,9,.
O=[N+]([O-])c1ccc(N2CCN(S(=O)(=O)c3ccc4ccccc4c3)CC2)cc1NCC1CCCO1 (stereo unspecified),-18,-8,5,0,-24,-3,-1,6,0,-11,6
COc1ncccc1-c1nnn(-c2ccccc2Br)n1,6,-27,-54,6,-38,-44,9,-12,-29,-14,-22
O=C(O)CCC(=O)N1CCN(Cc2ccc3c(c2)OCO3)CC1,-29,9,-8,11,11,21,1,3,-12,-26,-4
COc1ccc(NC(=O)CN(C)C(=O)/C=C/c2cn(-c3ccccc3)nc2-c2cccs2)cc1,-18,1,6,5,6,3,1,8,15,-18,-1

# Next records:
Compound,CF NFkB inh,LRH-1 inv ag,NCOA3 inh,KKLEB tox,TWEAK Fn14 block,TROY NFkB inh,TRAIL sens C8,EBV LMP1 NFkB,Shn3 3UTR inh,NCOA1 inh,NR2F2 inh
COc1ccc(/C=C2/CCc3ccccc3C2=O)cc1OC,23,-80,-21,-7,17,-22,15,-3,7,-105,-26
CCc1nc2c(OCc3cc(Cl)cc(Cl)c3)cccn2c1N(C=O)Cc1ccccc1,9,7,-1,-5,14,14,9,.,-2,4,8
Cc1cccc2c(=O)n3c(cc12)-c1[nH]c2ccccc2c1CC3,3,-14,-18,-5,3,5,8,-18,18,-14,-4
O=C(CSCc1ccc([N+](=O)[O-])cc1)Nc1ccc(S(=O)(=O)N2CCCCCC2)cc1,-22,4,23,14,-5,15,11,-2,-20,-26,1
CCn1cc(S(=O)(=O)c2ccccc2)c(=O)c2cc(F)c(N3CCN(C)CC3)cc21,7,22,17,-7,-8,6,-6,-2,-18,2,-4
